# Bioassay records (PubChem BioAssay)
# FXIIa inh = inhibitors of human coagulation factor XIIa. P00748. purified FXIIa, Boc-QGR-AMC fluorogenic substrate, 2 h. inhibition, % at 5 µM. 220,000 tested, 0.3% active; in the data active = inhibition above about 40%;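 note: 0% = enzyme with no compound and 100% = blank without enzyme; many of its hits are not listed in these tables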
# Thrombin inh = blocks human thrombin protease activity; AID 1046; 220,000 tested, 0.26% active; alpha-thrombin, Boc-VPR-AMC fluorogenic substrate cleavage; inhibition, % at 5 µM;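 active = inhibition at or above 40%; inactive = inhibition below 40%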;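 note: 0% = enzyme with no compound and 100% = wells without enzyme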
#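 System: Human alpha-thrombin protein | Medium: pH 7.5 Tris (50 mM) with NaCl 150 mM, Tween 20 0.05% | Times: Enzyme reaction carried out at room temperature | Detection: AMC fluorescence, 355/460 nm | Evaluation: Percent inhibition scaled between no-compound controls and no-enzyme blanks | Benchmarks: Enzyme without compound as high, wells lacking enzyme as low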
# PERK inh = human PERK inhibition, primary cell-based screen. CHO PERK-DD fusion, SEAP luminescence translation reporter. inhibition, % at 5.6 µM. 220,000 tested, 0.17% active. AID 1416;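 active = inhibition above the mean inhibition of all tested compounds plus 3 SD, set separately per screening campaign, cut at about 2.9% in these data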;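 note: PERK kinase domain activated by AP20187 dimerizer at 100 nM; 0% = DMSO with dimerizer and 100% = rapamycin at 8.4 µM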
# Wee1 degr inh = blocks degradation of human Wee1 kinase. P30291. HeLa Luc-Wee1K328M stability, luciferase luminescence; 100% = proteasome inhibitor MG132 effect. reporter increase, % at 5 µM. 220,000 tested, 1.2% active. AID 1321;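 active = activation above the mean of all tested compounds plus 3 SD, set per screening run, cut at about 8.8% in these data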;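 note: cells exposed to compound for 20 h before luminescence read; 0% = DMSO alone and 100% = MG132 at 30 µM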
# Furin inh = blocks human furin protease activity. purified furin, fluorogenic substrate cleavage. P09958. 220,000 tested, 0.061% active. inhibition, % at 30 µM; in the data active = inhibition above about 25%; note: inactives centre near -15
# KLK5 inh = inhibitors of human kallikrein 5. Q9Y337. recombinant hK5, fluorogenic AMC substrate cleavage. inhibition, % at 5 µM. 210,000 tested, 0.59% active;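 active = inhibition of 40% or more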;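 note: 0% = enzyme controls without compound and 100% = no-enzyme blanks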
# Target sequence (Q9Y337 67-293 limits assumed): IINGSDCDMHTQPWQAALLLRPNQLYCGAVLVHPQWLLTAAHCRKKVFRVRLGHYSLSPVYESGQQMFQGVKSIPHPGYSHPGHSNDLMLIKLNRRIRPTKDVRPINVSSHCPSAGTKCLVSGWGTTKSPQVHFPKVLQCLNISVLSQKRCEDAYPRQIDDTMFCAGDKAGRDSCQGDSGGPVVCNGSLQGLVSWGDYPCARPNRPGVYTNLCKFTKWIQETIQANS
# p97 ATPase inh = inhibitors of human p97 ATPase; inhibition, % at 8 µM; recombinant p97 ATPase, Kinase-Glo ATP luminescence, 3 h; 220,000 tested, 0.42% active; P55072; in the data active = inhibition above about 15%;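 note: 0% = DMSO vehicle and 100% = wells lacking enzyme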
# KCC2 mod = KCC2 (human) Cl- transport modulation | Q9H2X9 | KCC2 cells, thallium flux FluoZin-2 fluorescence | B-score of Tl+ flux slope (higher = more flux/activation; lower = inhibition) at 10 µM | 190,000 tested, 2.2% active;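 active = thallium flux slope and its plate-corrected score both differing from the plate sample mean at a set confidence after two filtering rounds, in either direction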;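 note: slope of fluorescence scaled to starting intensity during 10 to 20 s after thallium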
# FXIa inh = factor XIa (human) inhibition; P03951; purified FXIa, Boc-Glu-Ala-Arg-AMC fluorogenic substrate; inhibition, % at 5 µM; 220,000 tested, 0.14% active; AID 798;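 active = inhibition of at least 40%; inactive = inhibition below 40%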;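 note: fluorescence of freed AMC excited at 355 nm; 0% = enzyme without compound and 100% = no enzyme blank; many of its hits are not listed in these tables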
# * = called active by the depositor; / = no result given; [ ] = remark or other dose.
p97 ATPase inh	Thrombin inh	FXIa inh	PERK inh	FXIIa inh	KLK5 inh	KCC2 mod	Furin inh	Wee1 degr inh	Compound
4.6	-13.6	-3.5	0.5	5.0	-2.0	0.0373	-23.7	-0.8	CC(C)Cn1cnc2c1c(=O)n(C)c(=O)n2C
-4.6	-11.4	-1.1	1.4	8.2	8.8	-0.592	-23.2	9.8*	C[C@H](CCC(=O)O)[C@H]1CC[C@H]2[C@@H]3[C@@H](O)C[C@@H]4C[C@H](O)CC[C@]4(C)[C@H]3CC[C@]12C
-1.3	0.7	9.9	-1.2	11.1	8.2	0.144	-9.9	0.8	CCCn1ncc(CN2CCCC(C(=O)c3cccc(OC(C)C)c3)C2)c1C (centres undefined)
4.8	-2.0	1.5	1.0	7.9	2.1	-0.0544	-23.0	4.2	Cc1coc2c1C(=O)C(=O)c1c-2ccc2c1CCCC2(C)C
1.1	/	2.7	-0.1	10.9	-12.4	2.26	-16.0	3.4	COc1ccc(CN(CCN(C)C)c2ccccn2)cc1
22.7*	3.2	10.0	1.5	15.4	0.2	0.989	-8.2	0.3	Nc1cc(-c2ccncc2)c[nH]c1=O
0.7	0.7	4.4	0.2	4.5	-9.7	-0.592	-15.0	1.5	CC(=O)[C@H]1CC[C@H]2[C@@H]3C[C@H](C)C4=CC(=O)CC[C@]4(C)[C@H]3[C@@H](O)C[C@]12C
6.4	/	1.2	0.7	9.7	-10.0	0.587	-10.2	-0.6	c1ccc2c(CC3=NCCN3)cccc2c1
4.5	0.5	0.1	1.2	7.3	-5.9	-0.0544	-16.7	-1.8	COc1ccccc1OCC(O)COC(N)=O (centres undefined)
20.5*	/	2.0	-0.9	13.1	-10.8	0.143	-19.1	5.4	CC1=NN(c2ccccc2)C(=O)C1
2.6	-2.1	1.4	1.4	6.8	-11.9	-0.398	-16.6	10.5*	NS(=O)(=O)c1cc2c(cc1C(F)(F)F)NC(Cc1ccccc1)NS2(=O)=O (centres undefined)
2.6	0.0	7.8	1.2	10.3	-9.1	0.44	-10.3	-2.8	C[C@]12CC[C@H]3[C@@H](CCC4=CC(=O)CC[C@@]43C)[C@@H]1CC[C@@H]2C(=O)CO

# The last two compounds of the part above open the next one.
p97 ATPase inh	Thrombin inh	FXIa inh	PERK inh	FXIIa inh	KLK5 inh	KCC2 mod	Furin inh	Wee1 degr inh	Compound
2.6	-2.1	1.4	1.4	6.8	-11.9	-0.398	-16.6	10.5*	NS(=O)(=O)c1cc2c(cc1C(F)(F)F)NC(Cc1ccccc1)NS2(=O)=O (centres undefined)
2.6	0.0	7.8	1.2	10.3	-9.1	0.44	-10.3	-2.8	C[C@]12CC[C@H]3[C@@H](CCC4=CC(=O)CC[C@@]43C)[C@@H]1CC[C@@H]2C(=O)CO
-6.7	1.2	1.6	0.1	6.6	3.5	/	1.8[20 µM]	-0.8	CCOc1ccc(S(=O)(=O)N2CCCCCC2)c2ccccc12
2.2	-8.0	-2.5	1.1	4.7	0.9	0.76	-35.9	-2.7	Cc1cc(C)nc(/N=C(\N)Nc2ccc(S(N)(=O)=O)cc2)n1
6.1	-0.1	3.1	1.0	7.1	-14.7	0.721	-17.2	2.1	Cc1nnc(NS(=O)(=O)c2ccc(N)cc2)s1
4.8	/	/	0.5	/	/	-0.249	/	-2.6	O=C1N(c2ccccc2)c2ccccc2C1(Cc1ccncc1)Cc1ccncc1
5.1	/	7.3	-1.2	8.6	-6.9	-0.798	-15.4	-4.1	CN(C)CCCN1c2ccccc2Sc2ccccc21
/	2.3	0.5	/	6.2	1.8	0.8	-26.5	/	O=C1NCC2(CCN(CCc3ccccc3)CC2)O1

# Retrieved one by one from the entries so far:
p97 ATPase inh	Thrombin inh	FXIa inh	PERK inh	FXIIa inh	KLK5 inh	KCC2 mod	Furin inh	Wee1 degr inh	Compound
-4.6	-11.4	-1.1	1.4	8.2	8.8	-0.592	-23.2	9.8*	C[C@H](CCC(=O)O)[C@H]1CC[C@H]2[C@@H]3[C@@H](O)C[C@@H]4C[C@H](O)CC[C@]4(C)[C@H]3CC[C@]12C
1.1	/	2.7	-0.1	10.9	-12.4	2.26	-16.0	3.4	COc1ccc(CN(CCN(C)C)c2ccccn2)cc1
4.8	-2.0	1.5	1.0	7.9	2.1	-0.0544	-23.0	4.2	Cc1coc2c1C(=O)C(=O)c1c-2ccc2c1CCCC2(C)C
4.8	/	/	0.5	/	/	-0.249	/	-2.6	O=C1N(c2ccccc2)c2ccccc2C1(Cc1ccncc1)Cc1ccncc1
6.1	-0.1	3.1	1.0	7.1	-14.7	0.721	-17.2	2.1	Cc1nnc(NS(=O)(=O)c2ccc(N)cc2)s1
6.4	/	1.2	0.7	9.7	-10.0	0.587	-10.2	-0.6	c1ccc2c(CC3=NCCN3)cccc2c1
4.6	-13.6	-3.5	0.5	5.0	-2.0	0.0373	-23.7	-0.8	CC(C)Cn1cnc2c1c(=O)n(C)c(=O)n2C

# This is a subset (hit frequency here may not be typical).
